Screening results deposited in PubChem by several laboratories.
C8 TRAIL sens: caspase-8 TRAIL sensitization. NB7+C8 cells + TRAIL, ATPlite viability luminescence. inhibition (viability loss, TRAIL sensitization), % at 10 µM. 1% of 360,000 active. AID 624354;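 active means compounds causing at least 50% loss of cell viability in the single-dose screen, relative to plate controls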
COUP-TFII inh: NR2F2 (human) inhibition, primary screen. HEK293T NGFI-A luciferase reporter, luminescence. 0.7% of 370,000 active. AID 686940. inhibition, % at 8.6 µM. P24468;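 active means inhibition above a per-plate cutoff, mean inhibition of test wells between control levels plus 3 SD, cut at about 38% in these data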;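 further: cells cotransfected with COUP-TFII expression vector driving the NGFI-A reporter; 0% = median of COUP-TF2 test wells and 100% = reporter-only cells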
TROY signal inh: TROY signaling inhibition | Q293 LMP1-TROYcd NF-kB luciferase reporter, 4 h | inhibition, % at 10 µM | 0.98% of 360,000 active;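 active means compounds whose plate-normalised and pattern-corrected inhibition of the luciferase reporter signal at the single screening dose is 50% or more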
TLR9-MyD88 inh: TLR9-MyD88 interaction inhibition; CHO BLA complementation TLR9-MyD88, CCF4 FRET ratio; Q9NR96+Q99836; 0.21% of 340,000 active; inhibition, % at 4.98 µM; AID 504734;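 active means inhibition above the mean over all tested compounds plus 3 SD, cut at about 21% in these data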;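 further: 0% = DMSO only wells and 100% = clavulanate BLA inhibitor control wells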
NOD2 RIPK2 PPI: NOD2-RIPK2 protein interaction inhibition; O43353; CHO BLA complementation NOD2-RIPK2, CCF4 ratio; inhibition, % at 4.98 µM; 0.38% of 360,000 active; in the data active means inhibition above about 21%;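 further: 0% = vehicle only and 100% = reference blocker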
TWEAK-Fn14 inh: inhibitors of TWEAK-Fn14 interaction signaling; TWEAK-stimulated Fn14 reporter cells, luciferase luminescence, 8 h; inhibition, % at 10 µM; 2% of 360,000 active; AID 1159606; in the data active means inhibition above about 50%
NR5A2 inv ag: NR5A2 inverse agonism in reporter assay; HEK293T StAR-luciferase reporter, LRH-1 transfected, 24 h; 0.13% of 360,000 active; inhibition, % at 3.6 µM; O00482;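 active means inhibition above the mean inhibition of all tested compounds plus 3 SD, cut at about 73% in these data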;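 further: 0% = DMSO wells and 100% = reporter-only cells lacking LRH-1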
NCOA3 inh: inhibits human SRC3 coactivator. Q9Y6Q9. inhibition, % at 3.6 µM. HEK293 GAL4-SRC3 luciferase reporter, luminescence. 0.17% of 360,000 active;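 active means inhibition above a per-campaign cutoff, the mean of all compounds plus 3 SD, cut at about 60% in these data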;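 further: 0% = DMSO-treated cells and 100% = gossypol-treated cells at 36 µM; higher means less SRC3-driven luciferase light from the GAL4 reporter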
EBV LMP1 NFkB: reduces LMP1-driven NF-kappaB luciferase signal. LMP1-induced NF-kappaB luciferase reporter cells, luminescence. AID 504558. 0.69% of 350,000 active. inhibition, % at 12.5 µM; in the data active means inhibition above about 41%;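 further: 0% = neutral control wells and 100% = reference inhibitor control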
SRC2 inh: human SRC2 (NCOA2) inhibition; Q15596; HEK293 GAL4-SRC2 luciferase reporter, luminescence; inhibition, % at 9 µM; 0.17% of 370,000 active; AID 651957;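 active means inhibition above the mean inhibition of all tested compounds plus 3 SD, set per campaign, cut at about 52% in these data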;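 further: 0% = DMSO treated cells and 100% = cells given Gossypol at 36 µM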
Target sequence (Q15596 whole entry, looked up, the tested form may be a part): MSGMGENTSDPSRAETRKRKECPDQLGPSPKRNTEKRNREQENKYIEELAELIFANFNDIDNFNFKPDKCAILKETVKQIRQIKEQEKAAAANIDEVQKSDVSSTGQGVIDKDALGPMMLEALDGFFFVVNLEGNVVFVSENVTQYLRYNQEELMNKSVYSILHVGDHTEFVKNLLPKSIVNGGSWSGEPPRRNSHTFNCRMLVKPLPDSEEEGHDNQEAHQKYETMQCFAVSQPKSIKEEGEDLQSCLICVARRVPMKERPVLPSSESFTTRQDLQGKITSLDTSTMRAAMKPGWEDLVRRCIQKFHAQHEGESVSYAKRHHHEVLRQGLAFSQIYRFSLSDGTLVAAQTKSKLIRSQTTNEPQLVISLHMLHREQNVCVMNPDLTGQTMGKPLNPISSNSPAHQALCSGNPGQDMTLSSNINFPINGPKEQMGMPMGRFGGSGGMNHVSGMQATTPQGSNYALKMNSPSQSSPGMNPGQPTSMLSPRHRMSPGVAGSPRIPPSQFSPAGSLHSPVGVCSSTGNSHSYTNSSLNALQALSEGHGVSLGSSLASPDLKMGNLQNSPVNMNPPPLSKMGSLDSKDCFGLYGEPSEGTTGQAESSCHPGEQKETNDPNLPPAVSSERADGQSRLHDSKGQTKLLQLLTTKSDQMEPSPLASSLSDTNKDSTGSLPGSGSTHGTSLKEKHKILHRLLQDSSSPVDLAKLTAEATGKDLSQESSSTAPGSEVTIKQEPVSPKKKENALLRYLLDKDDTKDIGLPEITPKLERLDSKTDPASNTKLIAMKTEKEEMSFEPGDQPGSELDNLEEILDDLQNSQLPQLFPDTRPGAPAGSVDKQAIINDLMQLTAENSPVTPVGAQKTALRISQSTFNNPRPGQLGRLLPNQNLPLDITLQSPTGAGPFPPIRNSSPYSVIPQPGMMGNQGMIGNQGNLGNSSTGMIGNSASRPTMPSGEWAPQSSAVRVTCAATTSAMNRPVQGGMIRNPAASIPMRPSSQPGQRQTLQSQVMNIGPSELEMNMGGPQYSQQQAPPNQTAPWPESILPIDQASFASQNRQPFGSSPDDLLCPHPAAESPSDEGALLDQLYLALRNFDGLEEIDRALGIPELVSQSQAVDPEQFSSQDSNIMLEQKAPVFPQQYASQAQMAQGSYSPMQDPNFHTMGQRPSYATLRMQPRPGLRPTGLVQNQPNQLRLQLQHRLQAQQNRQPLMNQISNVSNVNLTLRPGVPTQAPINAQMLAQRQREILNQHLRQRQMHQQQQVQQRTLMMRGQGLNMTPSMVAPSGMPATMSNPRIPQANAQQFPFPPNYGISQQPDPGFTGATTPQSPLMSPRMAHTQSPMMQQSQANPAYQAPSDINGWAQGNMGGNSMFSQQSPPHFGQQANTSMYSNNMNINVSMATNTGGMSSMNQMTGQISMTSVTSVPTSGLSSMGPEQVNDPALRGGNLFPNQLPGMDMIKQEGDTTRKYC
SRC1 inh: inhibitors of human steroid receptor coactivator 1 (SRC1). HEK293 GAL4-SRC1 luciferase reporter, luminescence. inhibition, % at 3.6 µM. 0.12% of 360,000 active. AID 588354. Q15788;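 active means inhibition above the campaign mean plus 3 SD, with each screening campaign given its own cutoff, cut at about 60% in these data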;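 further: 0% = DMSO treated cells and 100% = gossypol at 36 µM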
The depositor's hits bear a star; · = not tested or not shown. Not all compounds are listed, so the mix of outcomes need not match the whole.

SMILES	C8 TRAIL sens	COUP-TFII inh	TROY signal inh	TLR9-MyD88 inh	NOD2 RIPK2 PPI	TWEAK-Fn14 inh	NR5A2 inv ag	NCOA3 inh	EBV LMP1 NFkB	SRC2 inh	SRC1 inh
Cc1ccc(S(=O)(=O)NN2Cc3ccccc3C2=N)cc1	-5	14	-10	-1	5	3	10	-17	9	-28	2
N#Cc1ccc(OCC(=O)NNC(=O)C2CCCCC2)cc1	5	-12	-20	-3	-3	-9	10	11	-3	-21	-6
O=C(Oc1ccccc1)c1ccc2nsnc2c1	-19	-6	-57	1	-1	-12	-25	0	-14	-10	-2
Cc1ccc(-c2csc(NC(=O)c3c(C)noc3C)n2)cc1C	15	-6	-13	1	-2	20	-49	-29	-3	-35	-22
Cc1cc2c(cc1S(=O)(=O)N(C)c1ccccc1)n(C)c(=O)n2C	-20	6	-2	4	-11	-11	8	-9	-5	13	-6
CC(/C=C1\SC(=O)N(CC(=O)Nc2ccc(O)cc2)C1=O)=C\c1ccccc1	3	-4	25	-1	-4	23	9	-52	-4	15	-6
CC(=O)N1CCC(c2c[nH]c3ccccc23)CC1	5	12	7	-6	-9	-1	22	1	-4	9	-9
CCOC(=O)[C@]12CCCC=C1N(Cc1ccc3c(c1)OCO3)C(=O)[C@H](CC(=O)N1CCOCC1)C2	-12	6	-11	·	-6	23	12	·	·	2	·
CCN(c1cccc(C)c1)S(=O)(=O)c1cc2[nH]c(=O)c(=O)[nH]c2cc1C	-17	6	19	·	-1	2	-14	14	·	-15	-21
Cc1cc(C)n(-c2ccc(NC(=O)C3CCCCN3C(=O)c3ccoc3)cc2)n1 (centres undefined)	10	3	-22	-2	1	-6	1	18	-4	0	-1
COc1ccccc1N(CC(=O)NCC(C)C)S(=O)(=O)c1cccs1	-4	0	22	5	-1	-14	24	19	14	1	-5
Cc1cccc(NC(=O)NCC(c2cccnc2)N2CCOCC2)c1 (centres undefined)	-6	3	0	-5	-4	-20	0	5	0	-2	-7
CC(C)CC(=O)Nc1nc(=S)ss1	0	-3	-9	3	-1	-8	8	17	-7	5	2
O=C(c1ccc(NS(=O)(=O)c2ccc3[nH]c(=O)[nH]c3c2)cc1)N1CCN(c2ccccc2O)CC1	-9	4	-11	8	2	-14	-7	20	-6	4	-7
C=CCn1c(SCCN)nnc1-c1cccc(S(=O)(=O)N2CCOCC2)c1	2	5	1	-8	-3	-10	3	-7	-2	-6	-2
O=[N+]([O-])c1ccc(CS(=O)(=O)N2CCN(c3ccccc3)CC2)cc1	-9	-14	3	-5	0	26	4	-20	-3	13	4
CCC(C)NC(=O)c1cn(CC)c2cc(N3CCN(C(=O)c4ccco4)CC3)c(F)cc2c1=O (centres undefined)	7	-3	16	-17	-1	13	-7	0	0	-2	-13
Cc1ccc(C2NC(=S)NC3=C2C(=O)CCC3)cc1 (centres undefined)	-16	1	-5	7	-12	15	-6	-17	1	-26	-34
O=C(NCCc1cccs1)C1CC(c2ccccc2[N+](=O)[O-])=NO1 (centres undefined)	22	-19	-39	-3	-12	-17	-90	-72	-25	-48	-75
CCN(CC)S(=O)(=O)c1ccc(Nc2cc(C)nc3ncnn23)cc1	4	-23	7	-8	3	13	-9	10	15	-1	7
O=S(=O)(NC1c2cccc3cccc(c23)C1N1CCNCC1)c1ccccc1 (centres undefined)	-11	-7	0	4	5	9	1	-5	-4	-6	5
CCOC(=O)c1c[nH]c2c(Cl)ccc(Cl)c2c1=O	-11	4	-32	-15	-3	-5	-5	-21	-5	-25	3
CC1CCC(CN2C(Nc3ccccc3)=NC[C@@H]2C)CC1 (some centres undefined)	2	0	-11	3	-10	1	-6	6	2	-13	-9
Nc1ccn(C(C=O)CC(C=O)CO)c(=O)n1 (centres undefined)	0	-8	9	·	0	11	-41	2	·	13	-11
COCc1c(CCl)cnc(C)c1O	4	-10	-17	15	5	4	8	14	4	7	12

Retrieved by compound from the entries so far (4):
SMILES	C8 TRAIL sens	COUP-TFII inh	TROY signal inh	TLR9-MyD88 inh	NOD2 RIPK2 PPI	TWEAK-Fn14 inh	NR5A2 inv ag	NCOA3 inh	EBV LMP1 NFkB	SRC2 inh	SRC1 inh
C=CCn1c(SCCN)nnc1-c1cccc(S(=O)(=O)N2CCOCC2)c1	2	5	1	-8	-3	-10	3	-7	-2	-6	-2
Cc1ccc(S(=O)(=O)NN2Cc3ccccc3C2=N)cc1	-5	14	-10	-1	5	3	10	-17	9	-28	2
Cc1cc(C)n(-c2ccc(NC(=O)C3CCCCN3C(=O)c3ccoc3)cc2)n1 (centres undefined)	10	3	-22	-2	1	-6	1	18	-4	0	-1
CC(C)CC(=O)Nc1nc(=S)ss1	0	-3	-9	3	-1	-8	8	17	-7	5	2

(cont.)
SMILES	C8 TRAIL sens	COUP-TFII inh	TROY signal inh	TLR9-MyD88 inh	NOD2 RIPK2 PPI	TWEAK-Fn14 inh	NR5A2 inv ag	NCOA3 inh	EBV LMP1 NFkB	SRC2 inh	SRC1 inh
O=[N+]([O-])c1cccc(OCCN2CCC(Cc3ccccc3)CC2)c1	5	-6	-16	-9	-1	-12	2	-1	-2	-14	-3
CC(CCc1ccccc1)NC(=O)COC(=O)C12CC3CC(CC(Br)(C3)C1)C2 (centres undefined)	2	-9	-12	-11	6	-6	-5	19	2	-10	12
Cc1[nH]n(-c2ccc(Cl)cc2)c(=O)c1N=Nc1cccnc1	29	-27	-46	2	-4	-2	-13	-7	4	-5	-13
CCCN(CCC)C(=O)c1ccc2c(c1)OCO2	-12	2	5	-3	7	-9	1	-2	-7	-20	2
CCOC(=O)c1ccccc1NC(=S)N1CC(C)CC(C)C1 (centres undefined)	-4	6	-3	-4	-6	-11	13	16	-4	14	12
O=[N+]([O-])c1cc(C(F)(F)F)ccc1NCC1CCCO1 (centres undefined)	30	-13	-21	-6	2	-7	-12	-2	-4	11	7
O=C(Nc1ccccc1)O/N=C1/CCCc2occc21	0	-18	-11	0	-1	-22	-2	-2	-6	-29	-7
O=C(COC(=O)c1cccnc1Cl)Nc1ncc(Cl)cc1Cl	-15	2	13	-2	-10	-8	8	-8	2	-7	-25
Cn1nc(-c2ccccc2)c(-c2nc(-c3ccccc3Cl)no2)c1Cl	7	4	-35	2	11	1	10	14	8	-19	-8
Cc1ccc(OCCCC(=O)N2CCN(S(=O)(=O)c3cccc(F)c3)CC2)cc1	-4	-5	5	-9	4	-18	-14	0	-8	2	1
Cc1ccc(N(C)C(=O)c2cc(S(=O)(=O)N3CCCCC3)c[nH]2)cc1	-10	26	13	-1	-11	15	0	9	0	38	20
CCc1ccc(OCC(=O)Nc2cccc3c2CCCC3)cc1	-3	9	-18	5	-1	-3	12	23	-5	-2	-24
O=C(O)/C=C/C(=O)N1CCN(C(c2ccccc2)c2ccccc2)CC1	-12	5	-10	-2	-1	6	19	13	1	-9	-11
CSc1ccc(C#N)cc1NC(=O)c1ccccc1	-8	12	-3	12	1	16	3	0	-2	-14	-15
COc1cccc(C2C(C(N)=O)=C(C)Nc3nc(CCCO)nn32)c1 (centres undefined)	-7	13	5	0	-8	5	23	-12	·	4	-1
CC1(C(=O)Nc2ccc3nc[nH]c3c2)CCN1C(=O)c1ccccc1CCc1ccccc1 (centres undefined)	2	-9	11	·	5	0	-13	-4	·	-15	5
CC(=O)N1c2ccc(S(=O)(=O)N3CCCC(C(=O)NCc4ccccc4)C3)cc2CC1C (centres undefined)	23	6	9	4	-1	-1	12	7	13	0	3
COc1ccc(C2=NOC(C(=O)NCc3ccccc3)C2)cc1 (centres undefined)	10	·	-14	4	-5	-22	17	15	12	·	-12
COc1ccccc1NC(=O)CN(C)S(=O)(=O)c1cc(C)ccc1OC	9	16	1	1	-3	-19	-14	7	3	-4	7
COc1ccc(-c2cc(C3CCN(c4cc(Cl)nc(N)n4)CC3)[nH]n2)cc1	13	17	38	4	5	32	17	5	8	20	-4
CC(Nc1n[nH]c(=S)[nH]c1=O)C(=O)OCc1ccccc1 (centres undefined)	-13	4	-2	3	-7	-7	-12	13	-8	-2	-16
O=C(Nc1ccc(-c2ccc3nncn3n2)cc1)c1ccc(Br)o1	4	-7	3	3	-8	-20	-3	-1	5	0	12
CC(=O)Nc1cc(C(=O)N(C)Cc2ccco2)ccc1Sc1ccc(C)cc1	-6	16	6	-5	2	26	5	7	4	-5	-2
CCCC(=O)N1c2ccccc2[C@@H](N(C(C)=O)c2ccccc2)C[C@H]1C	5	-3	6	-1	-5	15	14	21	-14	-30	-4
Cc1c(C(=O)O)cccc1[N+](=O)[O-]	-2	-24	-5	7	1	0	-7	18	-1	-4	-55

(continued)
SMILES	C8 TRAIL sens	COUP-TFII inh	TROY signal inh	TLR9-MyD88 inh	NOD2 RIPK2 PPI	TWEAK-Fn14 inh	NR5A2 inv ag	NCOA3 inh	EBV LMP1 NFkB	SRC2 inh	SRC1 inh
Cc1ccc(-c2csc3nc(C)n(-n4c(C)ccc4C)c(=O)c23)o1	12	-4	0	-9	49*	11	-23	-17	0	-9	-10
Cc1cc2oc(C(=O)Nc3ccc(S(=O)(=O)Nc4onc(C)c4C)cc3)cc(=O)c2cc1Cl	-1	-5	16	1	-4	-16	5	0	0	13	-14
Cc1ccc2c(c1)c(C)cc(=O)n2CCC(=O)O	-26	1	-12	13	-8	-32	12	2	-5	-32	9
S=C(NCc1ccco1)Nc1ccc(Br)cc1Cl	33	-4	-41	·	-6	-22	-50	-47	-15	-18	-31
O=C(Nc1cccnc1)c1cccc(S(=O)(=O)Nc2ccccc2F)c1	-16	-4	-12	3	-12	-16	-28	12	0	24	9
CCc1nc2sc3c(c2c(=O)n1NC(=O)CCl)CCCC3	18	1	10	-1	10	17	-1	-12	-9	7	-10
Cc1ccsc1C(=O)N1CCC1(C)C(=O)NS(=O)(=O)c1ccccc1C(F)(F)F (centres undefined)	-3	-2	7	·	3	1	-9	7	·	-7	0
CCSc1nc(N)c(C#N)c(-c2ccccc2Cl)c1C#N	17	2	23	-11	-2	20	-10	8	-5	-4	-22
CC(C)(C)NC(=O)C(c1ccccc1)N(C(=O)C1CSC(=O)C1)c1ccccc1 (centres undefined)	-20	-26	-4	-7	2	-5	4	-9	7	-13	-22
CSc1cccc(NC(=S)N(CCCN2CCCC2)Cc2cccs2)c1	-5	-2	8	4	-2	-11	5	-7	2	2	9
CCCn1c(N)c(N(CCOC)C(=O)c2cc3ccccc3cc2OC)c(=O)[nH]c1=O	5	3	2	-18	-9	-2	-21	3	2	-15	-2
Cc1ccc(Cc2nc(-c3ccncc3)no2)cc1	0	3	-29	2	-5	-14	-19	-44	3	-22	-53
Cc1csc(=O)n1CCC(=O)OCc1nnc(-c2ccc([N+](=O)[O-])cc2)o1	10	3	16	-10	-8	3	8	-1	-3	10	2
O=C(Nc1ccccc1)Nc1nc(-c2ccc(F)cc2)cs1	10	-4	-5	-9	-5	-1	-28	-6	5	-5	-3
CCCNC(=O)C/C(C)=N/NC(=O)COc1ccc(C)cc1Br	-10	4	-2	0	-5	-2	14	-20	1	-1	-22
CC(=O)N(c1ccccc1C)C1CCCC1	-1	9	9	-11	-3	10	2	13	-2	3	-5
Cc1ccccc1CSCC(=O)Nc1ccccc1F	-2	-3	-19	0	-4	-37	-39	-47	-13	0	-24
O=C(c1ccc(Cl)cc1)N1CCC2CC1c1cc(-c3ccccc3)ccc12 (centres undefined)	-12	-31	11	-5	-4	-1	3	2	-1	-6	4
